Screens as filed in PubChem BioAssay.
SV40 large T antigen = SV40 large T antigen inhibitors, biochemical (AID 1903); SV40 large T antigen ATPase/helicase inhibition assay; higher % means a stronger effect; inhibition, % at 20 µM, or IC50 in µM where a hit was titrated; 310,000 compounds, 0.39% hits; in the data active = a potency from the dose series; inconclusive = inhibition mostly from about 32% at the one dose, without a potency; inactive = the rest, 99 in 100 with inhibition below about 32%; note: strong numbers were not always called active
MgcRacGAP inhibition = MgcRacGAP GTPase-activating activity inhibitors, confirmation, biochemical, ADP Hunter fluorescence; MgcRacGAP-stimulated Rac1 GTP hydrolysis, ADP Hunter fluorescence; higher % means a stronger effect; GST-tagged Rac1 F28L mutant substrate; inhibition, % at 30 µM; hits with a dose series show IC50 in µM; 340,000 compounds, 0.6% hits; Rac GTPase-activating protein 1 (Homo sapiens);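 active = first-screen hits whose inhibition reached a set limit at any dose in the follow-up dose series; inconclusive = inhibition above the set first-screen limit but never retested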;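 note: fluorescence reports GDP produced by GAP-driven GTP hydrolysis; strong numbers were not always called active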
West Nile antiviral = West Nile virus antiviral activity, cell-based, CPE readout (AID 1621); West Nile virus-infected cells, CPE inhibition; higher % means a stronger effect; one-dose CPE inhibition, % at 10 µM; IC50 in µM for titrated hits; 290,000 compounds, 0.02% hits; in the data active = a potency from the dose series; inconclusive = CPE inhibition mostly from about 3.7% at the one dose, without a potency; inactive = the rest, 99 in 100 with CPE inhibition below about 2.2%; note: strong numbers were not always called active
RSV CPE inhibition = RSV antiviral activity via CPE protection, HEp-2 cells, primary 10 µM value included (AID 2391); HEp-2 cells, RSV-induced CPE inhibition; higher % means a stronger effect; CPE inhibition, % at 10 µM, or IC50 in µM where a hit was titrated; 310,000 compounds, 0.13% hits; in the data active = a potency from the dose series; inconclusive = CPE inhibition mostly from about 23% at the one dose, without a potency; inactive = the rest, 99 in 100 with CPE inhibition below about 21%; note: strong numbers were not always called active
SIAH1 antagonists = Siah-1 peptide-binding antagonists, primary screen, biochemical, fluorescence polarization, rhodamine-plectin, uHTS (AID 1817); E3 ubiquitin-protein ligase SIAH1 (Homo sapiens); Siah-1 / rhodamine-plectin peptide fluorescence polarization; higher % means a stronger effect; one-dose displacement, % at 20 µM; IC50 in µM for titrated hits; 290,000 compounds, 0.02% hits;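 active = displacement of at least 50% at 20 µM, with a fluorescence ratio check between 0.3 and a set limit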;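 note: plate controls were Siah plus tracer with DMSO for no effect and tracer alone without Siah for full effect; strong numbers were not always called active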
UTI89 phage lysis = inhibition of K1F phage lysis, E. coli UTI89, bacterial capsule biogenesis inhibitors, alamar blue (AID 488966) | E. coli UTI89 K1F phage lysis, alamar blue, 2 h; higher % means a stronger effect | inhibition, % at 100 µM; hits with a dose series show IC50 in µM | 340,000 compounds, 0.02% hits;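 active = phage lysis inhibition, versus mean bacterial control, above a set limit; inconclusive = no clear call, values can overlap the other calls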;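 note: capsule biogenesis inhibitors block K1F phage lysis so surviving cells raise fluorescence; higher fluorescence means more inhibition of phage lysis; actives were called in the ten point dose series up to 300 µM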
Dengue-2 NS5 capping = Dengue-2 NS5 methyltransferase inhibitors, primary screen, biochemical, confirmation dose response (AID 588689); 340,000 compounds, 0.3% hits; inhibition, % at 25 µM; hits with a dose series show IC50 in µM; Genome polyprotein (Dengue virus type 2 (strain 16681-PDK53)); Dengue-2 NS5 methyltransferase capping enzyme assay, biochemical; higher % means a stronger effect; in the data active = a potency from the dose series; inconclusive = inhibition above about 29% without an active follow-up result
NTR1 ag = agonists of NTR1, primary screen, imaging, U2OS cells, beta-arrestin-GFP, high content (AID 493036); Neurotensin receptor type 1 (Homo sapiens), P30989; NTR1-U2OS beta-arrestin-GFP spot imaging, agonist mode; activation, % at 20 µM; 330,000 compounds, 0.17% hits;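 active = activation at or above 40% of the spot to cytoplasm intensity ratio, with at least 20 cells analyzed; inconclusive = wells under 20 cells, flagged as cytotoxic or low count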;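 note: 0% = DMSO without peptide and 100% = 100 nM NTR1 peptide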
Target sequence (P30989 whole entry, looked up): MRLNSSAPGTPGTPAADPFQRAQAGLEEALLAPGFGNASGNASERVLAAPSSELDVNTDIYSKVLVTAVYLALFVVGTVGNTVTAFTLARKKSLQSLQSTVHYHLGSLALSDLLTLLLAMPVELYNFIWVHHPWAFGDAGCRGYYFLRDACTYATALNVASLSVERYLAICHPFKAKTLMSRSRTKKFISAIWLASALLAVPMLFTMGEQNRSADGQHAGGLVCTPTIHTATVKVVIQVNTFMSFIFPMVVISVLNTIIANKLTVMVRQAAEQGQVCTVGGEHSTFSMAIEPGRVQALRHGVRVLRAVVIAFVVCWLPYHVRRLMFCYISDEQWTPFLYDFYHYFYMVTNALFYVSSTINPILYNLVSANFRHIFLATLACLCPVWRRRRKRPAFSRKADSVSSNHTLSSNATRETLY
AID2073 = inhibitors of Mint1-CaV2.2 protein interaction, biochemical, HTRF (AID 2073) | Voltage-dependent N-type calcium channel subunit alpha-1B (Homo sapiens) | HTRF protein-protein interaction, Mint1-CaV2.2; higher % means a stronger effect | one-dose inhibition, % at 20 µM; IC50 in µM for titrated hits | 290,000 compounds, 0.19% hits; in the data active = inhibition mostly above about 51%, no sharp cut-off; inconclusive = no clear call, values can overlap the other calls; inactive = mostly below about 53%; note: some results filed as inactive read as strong as hits
NTR1 ag cell count 20 µM = second read-out of NTR1 ag, no call of its own (marks repeat the call); cell count; measured here: cell count, cytotoxicity flag
Dengue-2 NS5 capping pilot replicate = further read-out of Dengue-2 NS5 capping, marked with its call; inhibition, %; measured here: pilot screen replicate inhibition
Numbers without * were called inactive; i = inactive; ? = inconclusive; nt = no result given; [ ] = dose if it differs, or a comment.

SMILES | SV40 large T antigen | MgcRacGAP inhibition | West Nile antiviral | RSV CPE inhibition | SIAH1 antagonists | UTI89 phage lysis | Dengue-2 NS5 capping | NTR1 ag | NTR1 ag cell count 20 µM | AID2073 | others
O=C(Nc1ccc(N2CCOCC2)c(Cl)c1)c1ccc([N+](=O)[O-])o1 | 2% | 11% | -1.9% | nt | 0% | -0.2% | 1% | nt | nt | -8%
Cc1ccc(-c2nnc(Nc3ccc(C(=O)N(C)C)cc3)c3ccccc23)cc1S(=O)(=O)NC(C)(C)CO | 6% | 6% | 0.5% | 2.2% | -3% | 0.1% | 3% | 3.2 | 47 | -6%
O=C(COc1ccc(Cl)cc1Cl)NN=C1c2ccccc2-c2ccccc21 | 16% | 4% | -0.6% | 6.6% | -5% | 5.0% | -8% | 1.4 | 47 | 8%
O=C(CSc1nnc(CNC(=O)C23CC4CC(CC(C4)C2)C3)n1-c1ccc(F)cc1)Nc1ccc(F)cc1 | 8% | 5% | nt | 1.0% | 0% | 2.9% | -8% | 3.5 | 46 | 9%
CC(C)(C)[C@@H]1C=C(C(=O)O)[C@H](c2ccc(Cl)cc2)N1S(=O)(=O)c1ccccc1 | nt | 0% | nt | nt | nt | 0.0% | -4% | -1.8 | 57 | nt | Dengue-2 NS5 capping pilot replicate=-4.6
Cc1ccc2sc(-c3ccc(NC(=O)/C=C\C(=O)O)cc3)nc2c1 | 7% | 19% | 0.9% | nt | -1% | -0.3% | -4% | -0.7 | 94 | ?
CCOC(=O)N1CCN(C(=O)c2cn(C)c(=O)c3c2c2ccccc2n3C)CC1 | 10% | -4% | 0.2% | 2.5% | -4% | 5.4% | 1% | 0.9 | 74 | -4%
O=C(O)CSCC(=O)NCc1ccc(Cl)cc1 | 17% | -10% | -0.1% | 0.8% | 6% | 0.0% | -7% | -0.8 | 102 | 0%
COc1ccc(C(=O)N2CCN(c3c(C)cccc3C)CC2)cc1OC | 10% | 4% | -0.7% | 4.0% | -1% | 9.1% | 1% | -2.2 | 45 | 42%
COc1cc(C#N)ccc1OC(=O)C1CCN(C(=O)c2ccc(F)cc2)CC1 | 23% | 4% | nt | 0.1% | nt | 1.1%[50 µM] | 9% | 0.1 | 54 | nt
COc1ccc(S(=O)(=O)N(C)C[C@H]2Oc3c(NC(=O)NC(C)C)cccc3C(=O)N([C@H](C)CO)C[C@@H]2C)cc1 | nt | -1% | nt | nt | nt | 0.2% | 4% | 2.6 | 60 | nt | Dengue-2 NS5 capping pilot replicate=0.3
COc1ccc(-c2nn(CCC(=O)O)cc2/C=N/NC(N)=S)cc1 | 27% | -6% | 0.0% | 0.0% | 8% | -0.2% | -9% | -0.4 | 56 | -30%
CCC(C)c1ccc(NC(=O)c2ccco2)cc1 (stereo not drawn) | 13% | 8% | -1.2% | 17% | -1% | 0.5% | 3% | 1.1 | 68 | -4%
CSC1=NC(=O)/C(=C/c2ccc(SC)cc2)S1 | 9% | 21% | 0.3% | -0.1% | 4% | 0.3% | -2% | 8.0 | 57 | 6%
COCCNC(=O)C(OC(=O)c1ccco1)c1ccccc1Cl (stereo not drawn) | 4% | 4% | -1.0% | 1.0% | 10% | 0.2% | -9% | 0.7 | 57 | -2%
Cc1c(N)cc(C(=O)N2CCOCC2)cc1[N+](=O)[O-] | 0% | 9% | 0.4% | 2.3% | 10% | 1.3%[50 µM] | 1% | 3.0 | 42 | -3%
O=C(NCC1CCCO1)c1ccc2nc(N3CCCCC3)sc2c1 (stereo not drawn) | 0% | 1% | 0.1% | 2.7% | -1% | -0.8% | -2% | -0.3 | 93 | -4%
O=C(CN1C(=O)C2CCCCC2C1=O)Nc1nc(-c2ccccn2)cs1 (stereo not drawn) | 15% | 11% | 0.4% | 1.4% | -4% | -0.1% | -8% | 3.2 | 32 | -2%
CN1Cc2c(N3CCOCC3)nc3sc(C#N)c(N)c3c2CC1(C)C | 0% | 0% | -0.1% | -0.3% | -2% | 0.0% | 5% | 1.4 | 43 | 39%
C=CCn1cc(C(=O)N2CCN(c3ccccc3)CC2)c(=O)c2cc(S(=O)(=O)N3CCCC3)ccc21 | 8% | 3% | 1.1% | 2.8% | -2% | 0.0% | 4% | 0.9 | 66 | 11%
COc1ccc(-n2nnnc2SCC(=O)c2ccc(O)c(O)c2)cc1 | 35% | 9% | -0.6% | 2.3% | -6% | 0.4% | -2% | 0.1 | 72 | 3%
COc1ccc2c(=O)c(-c3ccccc3)c(C)oc2c1 | -11% | 7% | -0.8% | 2.2% | 3% | 0.7% | -1% | -2.0 | 76 | 0% | Dengue-2 NS5 capping pilot replicate=-5.2
Cc1nn(CC(=O)Nc2ccc(C(=O)N(C)C)cc2)c(=O)c2ccccc12 | 4% | 7% | 0.1% | 1.4% | -1% | -0.2% | 1% | 0.9 | 63 | -1% | Dengue-2 NS5 capping pilot replicate=3.3
Cc1ccc(C)c(S(=O)(=O)N2CCCOC2CNC(=O)C(=O)NCc2ccco2)c1 (stereo not drawn) | 6% | 7% | -1.0% | 2.2% | 9% | 3.5% | -5% | -2.2 | 54 | 1%
CCCOc1ccc(N2CC(C(=O)Nc3ccccc3F)CC2=O)cc1 (stereo not drawn) | 2% | 14% | 0.2% | -0.9% | 0% | 0.6% | 0% | 3.1 | 37 | -6%
Next compounds follow.
SMILES | SV40 large T antigen | MgcRacGAP inhibition | West Nile antiviral | RSV CPE inhibition | SIAH1 antagonists | UTI89 phage lysis | Dengue-2 NS5 capping | NTR1 ag | NTR1 ag cell count 20 µM | AID2073 | others
Cc1cccc(N2CCN(C(=O)C3CC(=O)N(c4ccc5c(c4)OCCO5)C3)CC2C)c1 (stereo not drawn) | nt | 3% | nt | nt | nt | 2.5%[50 µM] | 0% | 1.7 | 57 | nt
Cc1ccccc1OCCC(=O)OCC(=O)NCCc1ccccc1 | -11% | 4% | nt | -0.8% | nt | 1.2%[50 µM] | -2% | -0.1 | 64 | nt
CCOc1ccc(C(C)=O)cc1COC(=O)c1ccc2c(c1)NC(=O)CS2 | nt | 3% | nt | 0.9% | nt | 0.4%[50 µM] | -3% | 8.7 | 40 | nt
CCn1cc(C2=NCCO2)c2ccccc21 | 1% | -4% | -0.1% | 3.9% | -2% | 2.4% | -6% | 6.1 | 59 | 5%
Cc1cc(C)c(S(=O)(=O)N2CCOC2CNC(=O)C(=O)NCc2cccnc2)c(C)c1 (stereo not drawn) | 15% | 6% | -0.2% | 2.0% | 9% | 0.4% | -1% | 0.2 | 86 | 3%
Cc1ccc(C(=O)NCCC2=CCCCC2)cc1S(=O)(=O)N1CCCCC1 | -1% | 3% | nt | 12% | nt | -0.2%[50 µM] | -2% | 8.0 | 45 | nt
O=S(=O)(c1cnc[nH]1)N1CCN(c2ccc(F)cc2)CC1 | 14% | -8% | 0.3% | 0.6% | -3% | -0.3% | -12% | -0.2 | 80 | 6%
COc1ccccc1N(CC(O)CN1CCCC1)S(=O)(=O)c1ccccc1 (stereo not drawn) | 1% | 3% | 0.2% | 0.7% | -1% | 0.8% | -8% | 0.1 | 59 | -10%
COCCN(C(=O)COC(=O)C1(C)CC1(Cl)Cl)c1c(N)n(Cc2ccccc2)c(=O)[nH]c1=O (stereo not drawn) | 8% | 3% | 0.4% | 0.4% | -3% | -0.1% | -5% | 1.0 | 52 | 15%
CSc1nc(C)c2c(n1)N(c1ccc(C(F)(F)F)cc1)CC2 | 18% | 13% | -0.5% | -0.4% | 2% | -0.1% | -3% | 0.0 | 40 | 1%
CCOC(=O)N1CCN(C(=O)c2cn(CC)c3ccc(S(=O)(=O)N4CCCC4)cc3c2=O)CC1 | 20% | 3% | 0.0% | 0.8% | 6% | 2.3% | -5% | -0.5 | 59 | 5%
Cc1ccc2oc(=O)c3cnn(CC(=O)N4CCCCCC4)c3c2c1 | 4% | 4% | -0.1% | 1.0% | 2% | -2.0% | -3% | -0.2 | 80 | 2%
CC12CCC(C(=O)NCc3ccc(Cl)cc3)(OC1=O)C2(C)C (stereo not drawn) | -3% | 6% | -0.8% | -0.2% | i | -0.6% | -1% | 4.0 | 61 | -3%
COc1cc(NC(=O)CN2C(=O)NC(C)(CC(C)C)C2=O)cc(OC)c1 (stereo not drawn) | 6% | 8% | -0.3% | 0.6% | 5% | -0.6% | 1% | 2.7 | 58 | 7%
CCCCOC(=O)c1cccc(NC(=O)CC)c1 | 1% | -6% | 0.2% | 2.2% | 1% | 0.0% | -3% | -0.1 | 81 | 49%
COc1ccc(/C(N)=N/OC(=O)C2CCC(=O)N2S(=O)(=O)c2ccc(C)cc2)cc1OC (stereo not drawn) | 11% | 3% | 0.4% | 4.8% | -3% | 0.6% | -1% | -0.1 | 52 | 6%
COc1cccc(-c2cc(C(F)(F)F)nc(N3CCN(c4ccccc4)CC3)n2)c1 | 18% | 1% | -0.8% | 3.0% | 4% | 1.0% | -9% | -1.1 | 103 | 8%
Cc1cccc(N(NC(=O)C(C)(C)O)C(=O)c2ccccc2)c1 | 2% | 3% | -0.3% | 0.5% | 0% | 0.6% | -5% | 1.1 | 54 | -5%
O=C(NNC(=O)C1CC1)c1ccc(F)cc1F | nt | 2% | nt | nt | nt | 0.6% | 3% | 1.4 | 66 | nt
Cc1c(NC(=O)c2noc3c2CCc2ccccc2-3)c(=O)n(-c2ccccc2)n1C | nt | 3% | 0.1% | 0.8% | nt | -0.1% | -4% | 4.8 | 76 | nt
CCn1c(=O)c2sccc2n2c(CCCC(=O)N3CCN(c4ccccn4)CC3)nnc12 | 8% | -9% | 1.6% | 2.6% | 0% | -0.1% | -8% | -0.3 | 55 | 46%
COc1ccc(C(CC(=O)c2ccc(C)cc2)Nc2ccc([N+](=O)[O-])cc2)cc1 (stereo not drawn) | 7% | 11% | -1.4% | 6.8% | -2% | 2.3%[50 µM] | 3% | 5.2 | 38 | 6%
Cc1cc2[nH]c(=O)c(=O)[nH]c2cc1S(=O)(=O)Nc1cccc(Cl)c1 | 10% | -1% | -0.5% | 1.1% | -4% | 0.0% | 0% | -0.8 | 54 | 0%
COc1ccc(-n2nc(C(=O)NCC(=O)NCc3cccc(F)c3)c3ccccc3c2=O)cc1Cl | 4% | 4% | -0.2% | 1.3% | 2% | -0.1% | -7% | 1.8 | 45 | 20%
CCCn1c(SCC(=O)Nc2cccc(C)n2)nc2c1c(=O)n(C)c(=O)n2C | 0% | -2% | -0.8% | 0.2% | 2% | 0.1% | 2% | 2.5 | 30 | -1%
